M4 PAM: positive allosteric modulators of human muscarinic M4 receptor. hit rate 0.4% among 360,000. CHO-K1 hM4/Gqi5, Fluo-8 calcium fluorescence, ACh EC20; 0% = ACh EC20, 100% = maximal ACh. activation, % at 3 µM. P08173;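 active means activation above its plate's cutoff, the mean activation of sample wells plus 3 SD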; further: some results filed as inactive read as strong as hits
Target sequence (P08173 whole entry, looked up): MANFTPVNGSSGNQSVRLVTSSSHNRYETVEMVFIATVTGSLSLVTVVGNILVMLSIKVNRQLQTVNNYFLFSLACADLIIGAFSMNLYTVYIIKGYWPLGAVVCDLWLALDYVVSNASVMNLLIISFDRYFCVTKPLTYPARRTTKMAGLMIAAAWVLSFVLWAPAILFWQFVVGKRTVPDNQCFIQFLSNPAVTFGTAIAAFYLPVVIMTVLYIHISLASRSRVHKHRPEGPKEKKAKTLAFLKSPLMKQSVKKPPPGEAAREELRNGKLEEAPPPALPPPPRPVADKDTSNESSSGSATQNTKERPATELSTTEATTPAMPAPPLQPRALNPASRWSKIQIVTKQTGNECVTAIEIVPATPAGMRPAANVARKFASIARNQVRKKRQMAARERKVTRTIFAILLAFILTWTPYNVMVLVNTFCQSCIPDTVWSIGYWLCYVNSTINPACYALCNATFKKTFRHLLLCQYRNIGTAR
CHRM5 PAM: CHRM5 positive allosteric modulation; hit rate 0.3% among 360,000; activation, % at 3 µM; P08912; CHO-K1 hM5, Fluo-8 calcium, ACh EC20 PAM; 0% = ACh EC20, 100% = ACh EC100;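 active means activation above the run cutoff, the mean activation of all test compounds plus 3 SD, cut at about 18% in these data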
Target sequence (P08912 whole entry, looked up): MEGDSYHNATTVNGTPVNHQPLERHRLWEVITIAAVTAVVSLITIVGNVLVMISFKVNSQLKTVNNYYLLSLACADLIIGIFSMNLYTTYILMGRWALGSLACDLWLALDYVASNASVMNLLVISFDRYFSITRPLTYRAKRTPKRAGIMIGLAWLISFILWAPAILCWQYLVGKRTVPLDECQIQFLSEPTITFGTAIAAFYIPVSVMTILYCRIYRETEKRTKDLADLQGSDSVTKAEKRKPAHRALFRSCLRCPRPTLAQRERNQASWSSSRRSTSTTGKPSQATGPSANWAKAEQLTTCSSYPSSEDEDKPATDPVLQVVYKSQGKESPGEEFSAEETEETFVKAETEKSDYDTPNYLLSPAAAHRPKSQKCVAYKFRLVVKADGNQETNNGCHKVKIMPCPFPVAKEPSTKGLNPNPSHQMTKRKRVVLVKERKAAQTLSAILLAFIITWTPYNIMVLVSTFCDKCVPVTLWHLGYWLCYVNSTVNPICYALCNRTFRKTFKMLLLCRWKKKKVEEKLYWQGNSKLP
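Replicates: One well per compound, no replicates | System: Human M5 receptor in CHO-K1 cells | Benchmarks: Low control EC20 acetylcholine (0%), high control EC100 acetylcholine (100%) | Probe or stimulus: Acetylcholine, EC20 level | Times: Fluo-8 loading 80 min at 37 °C plus 30 min room temperature | Signal: Intracellular calcium via Fluo-8 fluorescence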
CHRM4 agonist: agonists of human muscarinic M4 receptor (CHRM4); CHO-K1 hM4/Gqi5, Fluo-8 calcium fluorescence; vehicle 0%, full acetylcholine response 100%; activation, % at 3 µM; hit rate 0.14% among 360,000; AID 624127;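 active means activation above the run mean over all test wells plus 3 SD, cut at about 32% in these data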;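 further: peak over basal fluorescence ratio per well then scaled between controls; 0% = DMSO wells and 100% = acetylcholine at EC100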
CHRM5 antagonist: CHRM5 antagonism in calcium assay; inhibition, % at 3 µM; CHO-hM5 cells, Fluo-8 calcium fluorescence, ACh EC80; hit rate 0.59% among 360,000; P08912; AID 624040;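 active means inhibition above a per-plate cutoff, the mean of that plate's test compounds plus 3 SD, cut at about 27% in these data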;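 further: 0% = acetylcholine EC80 with DMSO and 100% = DMSO without agonist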
M4 antag: blocks acetylcholine activation of human M4 receptor | P08173 | CHO-hM4 cells, ACh EC80, Fluo-8 calcium fluorescence | inhibition, % at 3 µM | hit rate 0.73% among 360,000 | AID 624125;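 active means inhibition above its plate's cutoff, the mean inhibition of sample wells plus 3 SD, cut at about 27% in these data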;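 further: 0% = acetylcholine EC80 with DMSO and 100% = DMSO without agonist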
CHO-K1 Ca ag: M1 agonist counterscreen hit in parental CHO-K1 cells; hit rate 0.48% among 360,000; Fluo-8 calcium fluorescence; scaled to maximal ATP response, vehicle zero; activation, % at 3 µM; AID 602248; in the data active means activation above about 15%;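 further: untransfected CHO-K1 host cells lacking M1 receptor as counterscreen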
CHO-K1 Ca antag: M1 antagonist counterscreen hit in parental CHO-K1 cells. hit rate 0.6% among 360,000. inhibition, % at 3 µM. ATP-induced calcium, Fluo-8 fluorescence. AID 602250;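 active means inhibition above a per-plate cutoff, the plate's mean sample inhibition plus 3 SD, cut at about 24% in these data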;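 further: 0% = DMSO plus EC80 ATP and 100% = DMSO alone without ATP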
CHO-K1 Ca PAM: M1 PAM counterscreen hit in parental CHO-K1 cells. activation, % at 3 µM. AID 602247. ATP EC20, Fluo-8 calcium fluorescence; 0% at ATP EC20, 100% at ATP max. hit rate 0.02% among 360,000;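 active means activation above the run cutoff, the mean activation of all test compounds plus 3 SD, cut at about 40% in these data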;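 further: peak over basal fluorescence ratio in a 140 s read after ATP addition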
M5 ag: CHRM5 agonism in calcium assay; activation, % at 3 µM; CHO-K1 hM5 cells, Fluo-8 calcium fluorescence; 0% DMSO wells, 100% maximal acetylcholine response; AID 624037; hit rate 0.19% among 360,000;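 active means activation above the run's mean over test compounds plus 3 SD, cut at about 23% in these data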;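 further: signal is peak over basal fluorescence ratio across the kinetic read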
The depositor's hits bear a star. Not a hit list. About 2.7% of those tested had a hit in this group.

SMILES	M4 PAM	CHRM5 PAM	CHRM4 agonist	CHRM5 antagonist	M4 antag	CHO-K1 Ca ag	CHO-K1 Ca antag	CHO-K1 Ca PAM	M5 ag
CC(=O)NCCc1ccc(S(=O)(=O)N2CCN(c3nc(-c4ccccc4)c(C)s3)CC2)cc1	2	-1	4	-5	-5	1.8	-9	16	-3
Cc1ccc([N+](=O)[O-])cc1-c1ccc2cccc(C)c2n1	20	6	-1	-7	3	-0.1	2	-5	1
CC1=C(C(=O)N(C(C)C)C(C)C)CC(CC(=O)NCCc2ccccn2)C(=O)N1CCCN1CCCC1=O (centres undefined)	5	-2	0	-5	-20	0.2	11	10	1
COc1ccc(CCNC(=O)CN(c2cc([N+](=O)[O-])ccc2OC)S(C)(=O)=O)cc1OC	10	2	1	-15	-6	1.8	1	17	0
CCn1c(CC(=O)Nc2ccc(C)c(Cl)c2)nnc1SCCOc1ccc(OC)cc1	-3	-7	-1	-1	17	-0.2	-25	-10	1
CCOC(=O)c1sc2nc(CC(=O)OC)nc(NCc3ccco3)c2c1C	9	4	2	-3	3	1.1	-2	5	0
O=C(Nc1ccc(NC(=S)NC(=O)c2cccs2)cc1)c1ccco1	6	-2	9	0	-4	2.9	-14	17	5
Cc1ccc(NC(=S)/N=C(\N)Nc2nc(C)c3ccccc3n2)cc1C	2	-4	0	5	-7	0.1	-15	20	0
COc1cc(F)ccc1-c1cc(C(=O)Nc2ccc(NC(C)=O)cc2)[nH]n1	-3	-3	6	-6	-10	2.3	-6	5	3
Cc1ccc(C)c(OCC(=O)OCC(=O)Nc2c(C)nn(-c3ccccc3)c2C)c1	-1	-18	18	6	-21	8.5	1	14	3
CCOC(=O)N1CCN(C(=O)C2CCN(c3ncnc4c3sc3cccc(F)c34)CC2)CC1	-10	-17	13	9	9	8.1	10	6	7
COCCNC(=O)c1c(CS(=O)(=O)c2ccccc2)noc1C(=O)NCc1ccccc1	5	4	1	10	-7	0.9	-19	17	2
Cc1ccc(NC(=O)CSc2nnc([C@@H]3CCCN3C(=O)OC(C)(C)C)o2)c(C)c1	0	-2	0	-2	-5	-0.7	-4	3	0
CCOc1ccc(NC(=O)C2C3C=CC4(CN(C(C(=O)OC)C(C)C)C(=O)C24)O3)cc1 (centres undefined)	3	1	1	2	-6	-0.1	4	-1	0
O=C(CCc1ccccc1)Nc1ccc2ccccc2n1	-5	3	1	-6	10	1.5	0	13	-5
CCOc1ccc(NC(=O)CSc2nnc(C3CC3)n2C)cc1S(=O)(=O)N1CCCCC1	0	0	0	7	1	0.3	-20	7	1
Cc1ccc(S(=O)(=O)CCc2nc3ccccc3[nH]2)cc1	-6	-1	2	10	1	0.5	-17	12	0
CCC(C)n1cnc2c(=O)oc3ccccc3c21 (centres undefined)	11	-8	0	0	-11	0.6	-19	12	-1
COc1ccc(C(=O)NNC(=O)Cn2nnc(-c3ccc(OC)c(OC)c3)n2)cc1	-1	4	2	-7	-2	0.7	-12	4	-3
CC(C)C(C)N(Cc1cccc(C(=O)O)c1)C(=O)c1ccc2ccccc2n1 (centres undefined)	-1	22*	1	-9	10	0.3	-10	24	7

Reprinted from above for reference:
SMILES	M4 PAM	CHRM5 PAM	CHRM4 agonist	CHRM5 antagonist	M4 antag	CHO-K1 Ca ag	CHO-K1 Ca antag	CHO-K1 Ca PAM	M5 ag
CC(=O)NCCc1ccc(S(=O)(=O)N2CCN(c3nc(-c4ccccc4)c(C)s3)CC2)cc1	2	-1	4	-5	-5	1.8	-9	16	-3
Cc1ccc([N+](=O)[O-])cc1-c1ccc2cccc(C)c2n1	20	6	-1	-7	3	-0.1	2	-5	1

(further entries)
SMILES	M4 PAM	CHRM5 PAM	CHRM4 agonist	CHRM5 antagonist	M4 antag	CHO-K1 Ca ag	CHO-K1 Ca antag	CHO-K1 Ca PAM	M5 ag
COc1ccc(-c2cc(C(F)(F)F)n3nc(C)cc3n2)cc1	5	2	0	-4	-5	-0.3	0	11	2
CC(=O)c1ccc(N2CCN(S(=O)(=O)c3ccc4ccccc4c3)CC2)cc1	-6	-7	1	-2	7	0.1	-5	-17	1
O=C1CC(=O)Nc2cc(S(=O)(=O)Nc3ccc(F)cc3Cl)ccc2N1	-1	-4	2	4	-2	0.2	4	-9	0
CCCOc1cccc(C(=O)Nc2cccc3ncccc23)c1	-4	2	3	-1	-5	1.8	2	-12	9
O=C(COc1ccc(CNC[C@H]2O[C@@H](n3ccc(=O)[nH]c3=O)[C@H](O)[C@@H]2O)cc1)Nc1ccccn1	-5	-2	0	2	6	0.3	-8	9	-1
O=C(NNc1c2ccccc2nc2ccccc12)c1ccc(O)cc1O	-12	-14	15	13	7	3.5	-1	0	-2
CC(=O)Nc1cccc(N2C(=O)CCC2=O)c1	1	3	0	9	-19	0.3	-5	10	-4
FC(F)(F)c1cc(C(F)(F)F)c2ccc(N3CCN(c4ccccc4)CC3)nc2n1	5	3	0	-4	4	0.0	-2	14	1
CCN1CCN(c2cc(C(C)C)nc3c(-c4ccccc4)c(C)nn23)CC1	3	2	0	4	11	1.2	-11	24	-6
S=C(Nc1ccc(Oc2ccccc2)cc1)Nc1cccnc1	-5	5	2	1	-14	2.4	-14	17	1
CC(c1ccccc1)N1CC(C(=O)N2CCN(c3ccc(F)cc3)CC2)CC1=O (centres undefined)	-1	1	2	5	3	1.3	-24	2	2
CC(C)(C)c1ccc(C(=O)Nc2cccnc2)cc1	1	6	1	-15	-2	0.4	-4	10	-6
N#C/C(C(=O)NCc1ccccc1)=C1\SC(CCO)C(=O)N1c1ccccc1 (centres undefined)	8	6	2	-10	-10	0.7	-4	10	-2
CS(=O)(=O)N(CC(=O)N1CCN(c2ccc(F)cc2)CC1)C1CCCCC1	-7	-6	2	11	-3	2.1	-7	16	2
COc1ccc(-c2nc(CS(=O)CC(=O)NCc3ccccc3)c(C)o2)cc1OC (centres undefined)	0	0	2	7	-4	0.3	-9	-1	-5
OC(CNCC1(N2CCCCC2)CCCCC1)COc1ccc(Cl)cc1Cl (centres undefined)	-3	26*	5	-8	-8	0.9	-16	3	-14
CC(=O)OCc1nc2ccccc2s1	16	3	1	-8	-8	-0.2	-18	9	0
CC(Sc1cccc[n+]1[O-])C(=O)NC1CCCCC1C (centres undefined)	1	2	-1	0	9	0.4	-12	12	1
Cc1cccc(NC(=O)CSc2ncnc3c2oc2ccccc23)c1	11	2	0	-2	-6	-0.3	-3	11	0
OC(c1ccc(Cl)c(Cl)c1)c1ncc(-c2ccc(Cl)cc2)[nH]1 (centres undefined)	-1	-6	5	5	2	1.9	-4	12	0

Ordered by value in CHRM4 agonist (largest number first): some entries from above.
smiles,CHRM4 agonist
OC(c1ccc(Cl)c(Cl)c1)c1ncc(-c2ccc(Cl)cc2)[nH]1 (centres undefined),5
CC(c1ccccc1)N1CC(C(=O)N2CCN(c3ccc(F)cc3)CC2)CC1=O (centres undefined),2
CC(C)(C)c1ccc(C(=O)Nc2cccnc2)cc1,1
CC(=O)Nc1cccc(N2C(=O)CCC2=O)c1,0

Next records
SMILES	M4 PAM	CHRM5 PAM	CHRM4 agonist	CHRM5 antagonist	M4 antag	CHO-K1 Ca ag	CHO-K1 Ca antag	CHO-K1 Ca PAM	M5 ag
OCC(O)C1OC(Nc2ccc(Cl)cc2)C(O)C1O (centres undefined)	4	0	0	5	0	0.8	-2	20	4
Cn1c(N)c(C(=O)N2CCN(c3ccccc3)CC2)c(=O)n(C)c1=O	-1	-1	0	6	2	0.2	-3	7	0
COc1ccccc1CNC(=O)c1cc(C(C)C)nc2ccccc12	0	-4	10	3	-7	2.2	-3	10	-4
COC(=O)C[C@H]1C[C@H]2c3cc(NC(=O)NC4CCCC4)ccc3O[C@H]2[C@@H](CO)O1	-5	0	1	-2	-3	0.1	-11	1	2
COc1ccc(CN(C(=O)c2ccco2)c2ccc(C)c(C)c2)cc1	1	10	-2	-5	-8	0.3	-5	16	-9
COc1cc(/C=N\NC(=O)C2CC3C=CC2C3)ccc1O (centres undefined)	1	-4	2	5	1	0.9	-1	10	2
CCOc1cc(C(=O)Nc2ccc(S(=O)(=O)N3CCCCC3)cc2)ccc1OCC(=O)N1CCOCC1	-1	-5	3	3	3	0.9	3	-7	2
C=CCNc1nc(N)c(C(=C(C#N)C#N)c2ccccc2)s1	-2	-4	11	2	-3	5.0	-1	16	3
COc1ccc(OC)c(NC(=O)COC(=O)Cc2ccc(Br)cc2)c1	4	1	0	11	-3	0.0	-25	13	-6
CCOc1ccc(CCNC(=O)COC(=O)CCc2cc(OC)c(OC)c(OC)c2)cc1OCC	1	-3	2	13	5	0.6	-7	0	0
CC(C)(C)OC(=O)COc1ccc(/C=N/NC(=O)CN2CCCCC2)cc1	-13	-11	18	13	1	5.0	0	-1	1
CC(=O)c1c(C)[nH]c(C(=O)NCc2ccccc2)c1C	7	6	1	-2	14	1.0	-2	19	-2
CCOc1ccccc1Nc1ccnc2cc(Cl)ccc12	-4	-5	4	-1	-22	2.9	0	15	-6
O=C(O)c1ccc(-c2nc3ccccc3s2)o1	0	10	0	-6	0	0.7	-12	7	3
COc1cccc(/C=N/N2CCN(Cc3ccccc3)CC2)c1O	-2	4	1	-8	2	-0.3	2	-1	4
Cc1ccc(C(=O)N/C(=C\c2cn(C)c3ccccc23)C(=O)NCCN2CCOCC2)cc1	-1	4	1	-10	11	0.2	3	-4	1
O=C(Nc1ccc(S(=O)(=O)Nc2cnc3ccccc3n2)cc1)c1ccc(Cl)c([N+](=O)[O-])c1	-4	7	-1	3	1	0.5	-11	8	-2
C=CCSc1nc2ccccc2c(=O)n1C1CCOC(C)(C)C1 (centres undefined)	-1	6	-1	-2	-1	-0.5	-8	19	2
C=CCn1c2ccccc2c2nnc(SCCN3CCOCC3)nc21	-7	1	10	2	11	2.1	-5	12	-2
Cc1ccc(C)c(S(=O)(=O)N2CCN(CC(=O)Nc3ccc4c(c3)OCCO4)CC2)c1	-3	-3	3	4	-7	1.7	-8	18	-1
CO/N=C(\CCC(=O)O)c1cccs1	7	-4	0	11	-14	-0.1	-2	16	-2
COc1ccc(NC(=O)/C(C#N)=C/c2ccc(-c3ccccc3C(=O)O)o2)cc1	1	0	1	-7	-1	0.5	-6	22	1
O=C(c1ccco1)N1CCN(S(=O)(=O)c2ccc(Oc3ccccc3)cc2)CC1	-13	-18	15	7	-2	7.9	-9	-5	13
Cc1cc(Cl)ccc1OCCCC(=O)NO	12	13	1	-14	-15	0.8	-20	23	-5
CC(=O)c1cc(C#N)c(SCC(=O)Nc2nccs2)nc1C	7	5	1	2	-9	-0.5	-13	11	1
Cc1cccc(NC(=O)CCCN=C2NS(=O)(=O)c3ccccc32)c1C	8	0	3	-1	-2	1.1	-10	11	4
Cc1ccc(NC(=O)Nc2nnc(Cc3ccc([N+](=O)[O-])cc3)s2)cc1	6	-1	1	4	-10	0.9	-2	2	6
CCOC(=O)N1CCN(c2nc(C)cc(C(F)(F)F)n2)CC1	-2	0	0	-1	3	0.1	-14	19	0
COc1ccc(C)cc1NC(=O)CN(C)S(=O)(=O)c1cccs1	2	-6	1	5	5	0.2	1	6	-4
CC1=NN(c2ccc(C)cc2C)C(=O)C1C(c1cccc(O)c1)C1C(=O)N(c2ccc(C)cc2C)N=C1C (centres undefined)	6	-3	1	-3	5	8.1	4	9	1
CN1CCN(S(=O)(=O)c2ccc(NC(=O)c3ccc(F)cc3)cc2)CC1	2	2	3	-1	-13	0.2	-3	9	-2
CCc1nc2ccc(C(=O)NCCC(C)C)cn2c1N(C)Cc1nccs1	-7	0	4	0	-9	1.6	-3	-4	2

From PubChem
